CRFBP-R2 agonist = agonists of human CRF-binding protein/CRF-R2 receptor complex. HEK293 CRF-R2/CRF-BP, calcium dye fluorescence (FLIPR); percent of saturating CRF peptide response. activation, % at 13.2 µM. 350,000 compounds, 0.46% hits;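 active = activation of at least 50%, plus an integration ratio under a set limit after plate pattern correction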;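 also: plate controls were neutral control wells without compound for no effect and CRF at EC100 for full effect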
CRFBP-R2 block = antagonists of CRF-binding protein/CRF-R2 receptor complex. AID 588475. inhibition, % at 11.8 µM. 350,000 compounds, 0.59% hits. HEK293 CRF-R2/CRF-BP, CRF-induced calcium fluorescence;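 active = inhibition of the ligand-induced calcium signal above about 50% at the single tested concentration, limit read from the data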
GalR3 antag = antagonists of human GalR3. O60755. HEK293 GalR3-CNG cAMP membrane potential fluorescence; galR3 body fused to GalR1 C-terminus. inhibition, % at 3 µM. 360,000 compounds, 0.44% hits;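 active = inhibition above the screen-wide average plus 3 SD, cut at about 13% in these data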;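 also: forskolin and galanin both at EC90 stimulate the cells; cAMP rise reported by CNG channel membrane potential dye signal; 0% = forskolin plus galanin with DMSO and 100% = forskolin alone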
Target sequence (O60755 1-299 limits assumed): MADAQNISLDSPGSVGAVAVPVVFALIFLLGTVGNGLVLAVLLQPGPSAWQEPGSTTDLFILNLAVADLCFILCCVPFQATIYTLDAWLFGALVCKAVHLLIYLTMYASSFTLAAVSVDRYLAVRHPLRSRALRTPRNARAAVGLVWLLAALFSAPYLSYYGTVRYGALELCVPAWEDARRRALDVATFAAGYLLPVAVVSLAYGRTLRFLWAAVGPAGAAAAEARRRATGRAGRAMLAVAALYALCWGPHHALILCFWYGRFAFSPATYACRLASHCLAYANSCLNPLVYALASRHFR
Starred values were filed as active, the others as inactive. A portion of the library. The share of hits here may be higher or lower than overall.

CRFBP-R2 agonist	CRFBP-R2 block	GalR3 antag	Structure
-0.6	15	-4	O=C(CNC(=O)c1ccccc1)OCN1C(=O)c2ccccc2C1=O
-0.9	58*	-7	O=C(c1ccc(F)cc1)C1CCN(Cc2ccccc2F)CC1
0.7	1	2	COc1cc(OC)cc(C(=O)NC(C(=O)NNC(=O)c2ccc(C)cc2)C(C)C)c1 (centres undefined)
-1.2	3	-8	CC(Sc1nnc(C2CC2)n1C1CC1)C(=O)Nc1ccccc1C#N (centres undefined)
3.0	-18	-1	CCCCn1c(N)c(N(CCOC)C(=O)CCNC(=O)c2ccc(Br)cc2)c(=O)[nH]c1=O
-3.1	-1	-5	Cc1ccc(-c2c(C)sc3nc(CN4CCN(CC(=O)NC5CC5)CC4)[nH]c(=O)c23)cc1
0.0	14	-4	COc1ccccc1C(=O)N/C(=C/c1ccc(Br)cc1)C(=O)N1CCOCC1
-3.2	8	-5	CCc1ccc(Nc2n[n+](-c3ccccc3)c(-c3cccc(C)c3)s2)cc1

CRFBP-R2 agonist	CRFBP-R2 block	GalR3 antag	Structure
-1.2	5	-3	CCN(C(=O)c1ccc(S(=O)(=O)N2CCCC2)cc1)C1CCS(=O)(=O)C1 (centres undefined)
1.1	8	-2	C=CCN1CCOc2ccc(C)cc2S1(=O)=O
-3.2	-8	-6	Cc1ccc(S(=O)(=O)Nc2ccc3ccccc3c2)cc1
-4.7	4	-4	COc1ccccc1C1CC(=O)Oc2cc(O)ccc21 (centres undefined)
0.5	4	3	COc1ccc(Br)c(C(=O)N(C)CC(=O)Nc2ccc(N3CCOCC3)cc2)c1
-0.6	-11	-5	CN(CC(=O)Nc1ccccc1Br)C(=O)CNC(=O)c1ccc2c(c1)OCO2
-1.7	-4	-6	C[C@@H](NS(=O)(=O)c1ccc(Br)cc1F)[C@@H](O)c1ccccc1
0.7	4	-5	Cc1nc2cc3ccccc3cc2s1

CRFBP-R2 agonist	CRFBP-R2 block	GalR3 antag	Structure
0.9	3	-5	CCC(C(=O)OCc1csc(CC(=O)Nc2ccccc2C)n1)c1ccccc1 (centres undefined)
-1.4	6	-5	COc1cc([N+](=O)[O-])ccc1NC(=O)COC(=O)C1=NN(c2ccccc2)C(=O)CC1
-1.6	4	4	COc1ccc(NS(=O)(=O)c2ccc(C)c(C(=O)NNC(=O)c3csc(N4CCOCC4)n3)c2)cc1
-1.1	-5	0	COc1ccc(CCN(C)S(=O)(=O)c2cn(C)c(=O)n(C)c2=O)cc1OC
0.5	18	-3	CCN(CC(=O)Nc1ccccc1C(F)(F)F)C(=O)c1cc(-c2ccccc2)nn1-c1ccccc1
-0.8	4	2	Cc1ccc(NC(=O)C(C)OC(=O)Cn2[nH]c(=O)c3ccccc3c2=O)cc1 (centres undefined)
0.9	3	0	CCCn1c(N)c(N(CCOC)C(=O)c2ccc(N(C)S(=O)(=O)c3ccc(C)cc3)cc2)c(=O)[nH]c1=O
8.1	-7	-3	CCN1C[C@@H]2[C@@H]3C(=O)N(Cc4ccccc4)C(=O)[C@@H]3[C@](Cc3ccccc3)(C1=O)N2C(=O)c1ccc(Br)cc1

Whole records, looked up by structure.
CCN(CC(=O)Nc1ccccc1C(F)(F)F)C(=O)c1cc(-c2ccccc2)nn1-c1ccccc1 is listed as CRFBP-R2 agonist: 0.5; CRFBP-R2 block: 18; GalR3 antag: -3
CCN1C[C@@H]2[C@@H]3C(=O)N(Cc4ccccc4)C(=O)[C@@H]3[C@](Cc3ccccc3)(C1=O)N2C(=O)c1ccc(Br)cc1 is listed as CRFBP-R2 agonist: 8.1; CRFBP-R2 block: -7; GalR3 antag: -3
CCC(C(=O)OCc1csc(CC(=O)Nc2ccccc2C)n1)c1ccccc1 (centres undefined) is listed as CRFBP-R2 agonist: 0.9; CRFBP-R2 block: 3; GalR3 antag: -5

(more compounds)
CRFBP-R2 agonist	CRFBP-R2 block	GalR3 antag	Structure
-0.7	-9	-5	CC(NC(=O)CCNC(=O)c1ccc(Br)cc1)c1ccc(-n2ccnc2)cc1 (centres undefined)
-0.2	11	0	O=C(NCC1(N2CCCCC2)CCCCC1)c1ccc(NS(=O)(=O)c2ccccc2)cc1
1.5	18	-5	Cn1c(-c2ccsc2)c(-c2cccs2)c2cc(-c3cccc4[nH]ccc34)ccc21
0.0	-3	-2	CC(OC(=O)c1ccc(Cl)c(S(=O)(=O)N2CCOCC2)c1)C(=O)Nc1ccc(S(N)(=O)=O)cc1 (centres undefined)
3.6	-21	-1	Cc1ccc(Cl)cc1NC(=O)CN1C(=O)NC(C)(C2CC2)C1=O (centres undefined)
2.5	-8	-7	Cc1ccc([C@H]2C[C@@H](n3cc(C4CC4)nn3)[C@H](O)CN2C(=O)c2cccs2)cc1
3.3	5	-4	COc1ccc(NC(=O)COc2ccccc2Cl)cc1S(=O)(=O)N1CCCCC1
-2.7	-7	-6	COc1ccc(C=CC(=O)c2cc(O)ccc2O)cc1

Looked up above.
Cc1nc2cc3ccccc3cc2s1 in CRFBP-R2 block: 4
Cc1ccc(-c2c(C)sc3nc(CN4CCN(CC(=O)NC5CC5)CC4)[nH]c(=O)c23)cc1 in CRFBP-R2 block: -1
Cc1ccc(S(=O)(=O)Nc2ccc3ccccc3c2)cc1 in GalR3 antag: -6

The main list resumes, repeating the 4 entries before the break.
CRFBP-R2 agonist	CRFBP-R2 block	GalR3 antag	Structure
3.6	-21	-1	Cc1ccc(Cl)cc1NC(=O)CN1C(=O)NC(C)(C2CC2)C1=O (centres undefined)
2.5	-8	-7	Cc1ccc([C@H]2C[C@@H](n3cc(C4CC4)nn3)[C@H](O)CN2C(=O)c2cccs2)cc1
3.3	5	-4	COc1ccc(NC(=O)COc2ccccc2Cl)cc1S(=O)(=O)N1CCCCC1
-2.7	-7	-6	COc1ccc(C=CC(=O)c2cc(O)ccc2O)cc1
0.5	-31	-5	Cc1ccc(S(=O)(=O)N(C)C[C@@H]2OCc3ccccc3-c3c(n(C)c4ccccc34)C(=O)N([C@H](C)CO)C[C@@H]2C)cc1
1.3	3	-6	CC1=C(C(=O)N(C)C)CC(CC(=O)NCCCCc2ccccc2)C(=O)N1Cc1ccc(F)cc1 (centres undefined)
0.3	-5	-4	Cc1cc(NC(=O)CSc2nc3c(cnn3-c3cccc(Cl)c3)c(=O)[nH]2)no1
-0.3	4	-5	COc1cc(C(=O)NC(=S)N2CCN(C)CC2)cc(OC)c1OC
-1.8	19	-5	CCOc1ccc(C(c2c(C)n(C)n(-c3ccccc3)c2=O)c2c(C)n(C)n(-c3ccccc3)c2=O)c(O)c1
0.0	17	-8	COc1ccc(S(=O)(=O)N2CCCCCC2)cc1C(=O)N(C)CCOc1ccc(Cl)cc1
3.2	-4	-4	O=C1NC(=O)C2(CCCC2)N1
-0.7	1	-4	COc1ccc(C(=O)OCC(=O)N2CCOCC2)cc1S(=O)(=O)N1CCOCC1

CRFBP-R2 agonist	CRFBP-R2 block	GalR3 antag	Structure
-0.4	8	1	O=C(CCc1ccccc1)NCCS(=O)(=O)N1CCN(c2ccccc2)CC1
-0.6	-2	-3	O=C(CSc1ncn[nH]1)N1N=C2/C(=C\c3ccco3)CCCC2C1c1ccco1 (centres undefined)
-2.1	2	1	CCOC(=O)C1CCCN(C(=O)CCc2nc3sc4c(c3c(=O)[nH]2)CCCC4)C1 (centres undefined)
-0.8	6	-1	CCN(CC)S(=O)(=O)c1cc(NC(=O)CCc2c(C)noc2C)ccc1C
1.9	-7	2	NC(=O)c1ccsc1NC(=O)COC(=O)c1cccnc1Cl
0.8	3	0	CCCCN(C(=O)/C=C/c1ccc(OC)cc1)C1CCS(=O)(=O)C1 (centres undefined)
-1.3	-8	-4	CCC1(c2ccc(Cl)cc2)NC(=O)N(CC(=O)NC2CCCC(C)C2C)C1=O (centres undefined)
0.3	-8	-7	COc1ccccc1CNC(=O)COC(=O)CC1CC2CCC1C2 (centres undefined)

CRFBP-R2 agonist	CRFBP-R2 block	GalR3 antag	Structure
-2.8	1	-5	Cc1cc(S(=O)(=O)NCC(c2ccc3c(c2)OCO3)N2CCOCC2)ccc1F (centres undefined)
0.1	-10	-7	COc1ccccc1N(C)S(=O)(=O)c1ccc(C(=O)NCC(c2ccco2)N2CCCCC2)cc1 (centres undefined)
4.4	9	-8	O=C(NCC(c1ccco1)N1CCCCC1)c1ccc(COc2ccc(Cl)cc2)cc1 (centres undefined)
5.4	-8	-5	Cc1ccc(C(=O)NC2CCN(Cc3ccccc3)CC2)cc1S(=O)(=O)N1CCOCC1
-0.7	10	-6	CC[C@H]1C(=O)[C@@H](Cc2ccccc2)[C@@H]2CCN3C(=O)CCC[C@H]1[C@H]23
-0.8	15	-2	COc1cccc(CN(C)C(=O)C2CCN(S(=O)(=O)c3ccc(C)cc3)CC2)c1OC
-2.9	18	-6	COC1C=CC=C(C)C(=O)NC2=CC(=O)C(N)=C(CC(C)CC(OC)C(O)C(C)C=C(C)C1OC(N)=O)C2=O (centres undefined)
5.1	-23	-6	CCCCCCSc1ccc([C@@H]2[C@@H]3C(=O)N(CC)C(=O)[C@@H]3[C@]3(C(=O)OC)CCCCN23)cc1OC

CRFBP-R2 agonist	CRFBP-R2 block	GalR3 antag	Structure
0.5	-16	-7	c1ccc(-c2cc(-c3ccccc3)ncn2)cc1
-0.7	4	1	CCC(C(=O)NC1CCCC1)n1c2ccccc2c2nc(=O)cc(C)n21 (centres undefined)
0.7	-7	-3	O=C(Nc1nc(-c2cc(F)ccc2F)cs1)C1=COCCO1
-0.9	36	-3	COc1ccccc1NS(=O)(=O)c1cccc(C(=O)N2CC(C)OC(C)C2)c1 (centres undefined)
-0.7	8	0	COc1ccc(S(=O)(=O)N(C)C2(C)CCS(=O)(=O)C2)cc1OC (centres undefined)
0.7	-3	0	COc1ccc(-c2nc3ccc(Cl)cn3c2NC2CCCCC2)cc1SC1CCCCC1
0.7	-1	-7	CCCCCCCC(=O)O
0.2	2	-6	COc1ccc(C(CNC(=O)c2ccco2)N2CCCC2)cc1 (centres undefined)

CRFBP-R2 agonist	CRFBP-R2 block	GalR3 antag	Structure
2.9	-5	-3	O=S(=O)(NCC1CCC(NS(=O)(=O)c2c(F)cccc2F)CC1)c1ccc2c(c1)OCCO2 (centres undefined)
-1.7	16	-4	CCC(C)(C)C(=O)O
-1.6	19	2	O=C(CNC(=O)c1ccc(Br)o1)NNC(=O)c1cccc(Cl)c1
-5.7	-2	-8	Cc1cccc(N(Cc2ccccc2)C(=O)C2CCN(C(=O)c3ccccc3C)CC2)c1
0.1	-3	-5	COc1ccc(C(=O)C(C)OC(=O)COc2ccccc2)cc1 (centres undefined)
0.2	3	-2	Cc1ccc(S(=O)(=O)NCC(c2ccco2)S(=O)(=O)c2ccccc2)cc1 (centres undefined)
1.1	7	-6	O=C(Nc1cc(S(=O)(=O)N2CCOCC2)ccc1N1CCOCC1)c1cccs1
1.9	-3	3	CCC(=O)Nc1ccc(C(=O)COC(=O)C(CCSC)NC(=O)COc2ccccc2)cc1 (centres undefined)

CRFBP-R2 agonist	CRFBP-R2 block	GalR3 antag	Structure
-1.0	-8	-6	COc1ccc(NC(=O)CCNC(=O)C2CCN(S(=O)(=O)c3ccccc3)CC2)cc1OC
-1.3	8	-5	COc1ccc(CNC(=O)c2ccc(NS(=O)(=O)c3ccc4[nH]c(=O)[nH]c4c3)cc2)cc1OC
9.5	10	-5	C[C@]12c3[nH]c4ccccc4c3CCN1C(=O)C(CC(=O)NCCC1=CCCCC1)C[C@@H]2C(=O)N1CCCCC1 (some centres undefined)
-0.1	-2	-5	COc1cc(C(=O)NNC(=O)CNC(=O)C2CCCCC2)ccc1OC(C)C
-1.4	-6	-1	O=C(CNC(=O)c1ccco1)Nc1ccc2c(c1)OCCO2
0.1	13	-3	N#CC1(Nc2ccc(-c3ccc(NC4(C#N)CCCC4)cc3)cc2)CCCC1
0.9	5	-5	CCN(CC)C(=O)C1=C(C)N(Cc2ccc(F)cc2)C(=O)C(CC(=O)NCc2ccco2)C1 (centres undefined)
-0.7	-8	-3	Cc1cc(=O)oc2cc(OCC(=O)N3CC(=O)Nc4ccccc43)c(Cl)cc12

CRFBP-R2 agonist	CRFBP-R2 block	GalR3 antag	Structure
-0.1	-11	-1	CCC1(c2ccc(C)cc2)NC(=O)N(CC(=O)Nc2cccc(S(=O)(=O)N3CCCC3)c2)C1=O (centres undefined)
-1.1	2	-2	COc1ccc(C(=O)NCC(C)NC(=O)c2ccc(OC)c(OC)c2)cc1OC (centres undefined)
-0.4	-9	-5	CCN(CC(=O)Nc1ccc(NC(C)=O)cc1)C(=O)CCCc1c[nH]c2ccccc12
-3.5	0	-5	COC(=O)c1ccc(OCC(=O)NC2CCCCCCC2)cc1
-0.9	-8	-4	O=C(Nc1ccccc1N1CCOCC1)c1ccc([N+](=O)[O-])s1
0.9	-5	-2	COc1ccc(C(=O)n2cnc3ccccc32)cc1Br
-3.8	14	-5	Cc1ccc(S(=O)(=O)NCCC(=O)NNC(=O)c2ccccc2Cl)cc1C
-0.8	13	-5	COc1ccc(COC(=O)CCNC(=O)c2ccc(Cl)cc2)cc1
0.7	-17	5	O=C1SCCN1N=Cc1ccc([N+](=O)[O-])o1
2.1	-14	-7	Cc1ccc([C@H]2C[C@@H](n3cc(COC(=O)c4ccccc4)nn3)[C@H](O)CN2C(=O)C2CCCCC2)cc1
-2.4	28	1	COc1cc(C(=O)NN=Cc2ccc(N(C)C)cc2)cc(OC)c1OC
